From PubChem BioAssay
EPAC1 ag – activates human EPAC1 exchange factor; hit rate 0.073% among 360,000; AID 720707; O95398; EPAC1 agonist qHTS, biochemical assay; response scale: 100% = response to 6.5 mM cAMP; Potency, µM (top dose mostly 154 µM), for the others: at the top dose activation, hits mostly activators; further: potency means the concentration at half of the fitted maximal effect; nearly all actives have a fitted effect of over 60% in size
Target sequence (O95398 whole entry, looked up): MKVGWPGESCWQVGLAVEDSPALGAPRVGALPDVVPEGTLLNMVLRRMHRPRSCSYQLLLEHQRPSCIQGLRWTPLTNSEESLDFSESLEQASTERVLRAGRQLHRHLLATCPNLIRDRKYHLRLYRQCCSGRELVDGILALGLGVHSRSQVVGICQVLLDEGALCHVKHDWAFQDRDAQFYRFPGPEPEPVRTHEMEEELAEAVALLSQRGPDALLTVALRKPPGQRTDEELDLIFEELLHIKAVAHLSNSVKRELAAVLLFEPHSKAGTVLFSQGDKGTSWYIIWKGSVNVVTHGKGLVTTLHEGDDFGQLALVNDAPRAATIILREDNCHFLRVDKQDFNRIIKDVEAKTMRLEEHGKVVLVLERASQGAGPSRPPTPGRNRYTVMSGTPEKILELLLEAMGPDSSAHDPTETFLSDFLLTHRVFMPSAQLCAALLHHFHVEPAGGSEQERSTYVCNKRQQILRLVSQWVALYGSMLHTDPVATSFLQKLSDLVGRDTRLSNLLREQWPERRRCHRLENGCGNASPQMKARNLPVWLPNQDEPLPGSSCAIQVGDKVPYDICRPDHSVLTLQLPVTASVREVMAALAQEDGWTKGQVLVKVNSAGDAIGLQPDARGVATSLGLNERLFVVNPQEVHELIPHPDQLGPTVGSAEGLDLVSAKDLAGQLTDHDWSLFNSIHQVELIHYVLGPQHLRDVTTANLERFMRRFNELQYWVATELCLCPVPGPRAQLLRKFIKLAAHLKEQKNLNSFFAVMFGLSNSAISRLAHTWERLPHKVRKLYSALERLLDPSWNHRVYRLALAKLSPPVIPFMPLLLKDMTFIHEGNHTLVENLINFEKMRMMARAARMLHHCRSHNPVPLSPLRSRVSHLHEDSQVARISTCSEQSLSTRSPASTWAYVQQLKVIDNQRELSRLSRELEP
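EPAC1 100 nM, Rap1B–BODIPY-GDP 250 nM, unlabeled GDP 50 uM; compound titration; 5 min RT; kinetic read ex480/em540 at 5-min intervals ×30 min; data normalized to 6.5 mM cAMP agonist control.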
EPAC1 antagonist – antagonists of human EPAC1; O95398; EPAC1 GEF assay, Rap1b-BODIPY-GDP exchange fluorescence; Potency, µM (top dose mostly 115 µM), without a hit: top-dose activity change, negative = inhibition, most hits filed as inhibitors; hit rate 0.14% among 360,000; AID 720709;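 further: potency means the concentration at half of the fitted maximal effect; plate controls were vehicle for no effect and positive control for full effect; nearly all actives have a fitted effect of over 50% in size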
GLP1R ag – agonists of human GLP-1 receptor. AID 624172. Potency, µM (highest dose often 45.6 µM), for inactives: at the top dose activation, hits mostly activators. HEK293 GLP-1R CRE-luciferase, luminescence, 4-6 h; cells express a hypersensitive GLP-1R form. hit rate 0.007% among 380,000. P43220; further: potency means the concentration at half of the fitted maximal effect; % of control where 0% means no effect
IL2 activator – activators of IL-2; IL-2 activation reporter assay, cell-based qHTS; stimulated with anti-CD3/CD4/CD28 beads; in transgenic mouse T cells; activation, % (series mostly up to about 46 µM); hit rate 0.065% among 360,000; in the data active means activation above about 50%; inconclusive means mostly about 30% to 49%; further: 0% is about no effect
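EGFP and DsRed fluorescence is measured by plate cytometry in unstimulated transgenic mouse T cells exposed to compound for 60 minutes, then stimulated 18 hours at 37 degrees C with anti-CD3/anti-CD4 beads plus anti-CD28.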
GLP-1R inv ag – acts as inverse agonist at human GLP-1 receptor | P43220 | hit rate 1.6% among 410,000 | Potency, µM (top dose mostly 38.3 µM), for the others: at the highest dose activity change, negative = inhibition, usual class: inhibitors | AID 624417 | HEK293 GLP-1R CRE-luciferase, luminescence, 24 h; GLP-1R form is constitutively active; further: potency means the concentration at half of the fitted maximal effect; on the % scale 0 is the no-effect control and ±100 the full control effect; nearly all actives have a fitted effect of over 55% in size
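Seeding at 200 cells/uL, 12 h culture, 24 hr compound treatment, then luciferase reagent and a luminescence read; cells are HEK293 stably expressing a constitutively active GLP-1R plus cAMP-responsive luciferase.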
PLK1 PBD inh – blocks phosphopeptide binding to human PLK1 polo-box domain; hit rate 2.8% among 360,000; P53350; Plk1 PBD binding of FITC phosphopeptide, fluorescence polarization; Potency, µM, without a hit: max response, negative = inhibition, most hits filed as inhibitors; further: potency means the concentration at half of the fitted maximal effect; series mostly up to about 57 µM; on the % scale 0 is the no-effect control and ±100 the full control effect; nearly all actives have a fitted effect of over 65% in size
PTHR1 ag – agonists of human PTHR1 parathyroid hormone receptor | Q03431 | HEK293 GP2 PTHR1 cells, GloSensor cAMP luminescence, 1 h | Potency, µM (series often up to 115 µM), inactives show at the top dose activation, usual class: activators | hit rate 0.075% among 410,000 | AID 743266; further: potency means the concentration at half of the fitted maximal effect; nearly all actives have a fitted effect of over 55% in size; some results filed as inactive show a strong effect at the top dose; inactives centre near -15; many of its hits are not listed in these tables
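HEK-293-derived GP2 cells expressing PTHR1 and a GloSensor cAMP reporter, 3,000/well, plated overnight, given luciferin plus IBMX (each 0.5 mM as added) for 1 h at 37 °C, then compound for 1 h at 37 °C. Luminescence was read after 15 min at room temperature.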
PI5P4K alpha inh – blocks human PI5P4K alpha kinase activity | P48426 | PI5P4Kalpha enzyme, ADP-Glo luminescence, 60 min; hits give low values | max response, % | hit rate 1.2% among 330,000 | AID 652105; active means max response of -50% or lower; inconclusive means between -30% and -50%; inactive means -30% or higher; further: value at the top dose of about 77 µM; on the % scale 0 is the no-effect control and ±100 the full control effect
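Compounds were pin-transferred onto PI5P4Kalpha and substrate in HEPES pH 7.4 buffer with EGTA, CHAPS and 5% DMSO. ATP (5 microM final) started the reaction, which ran 60 minutes at room temperature before ADP-Glo detection.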
GLP1R cytotox – cytotoxicity in counter-screen for GLP-1R inverse agonists; HEK293 cAMP-luciferase reporter cells, luminescence, 24 h; Potency, µM (series often up to 38.3 µM), without a hit: at the highest dose activity change, negative = inhibition, usual class: inhibitors; AID 624418; hit rate 0.13% among 410,000;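 further: loss of luciferase light is scored as toxicity; potency means the concentration at half of the fitted maximal effect; on the % scale 0 is the no-effect control and ±100 the full control effect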
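Luminescence readout: signal drop marks cytotoxicity. Plated cells grew 12 h at 37 °C, 5% CO2, received 23 nL compound for 24 h, then got luciferase reagent, read after 12 min at RT.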
Starred values were filed as active, the others as inactive; i = inactive; u = inconclusive; x = no result given; & = joins results of further samples; [ ] = remark or other dose. Unless noted, the call rests on the fitted dose curve; in most records, active means well fitted curve in the direction sought with a large enough effect; inconclusive means small, poorly fitted or top-dose-only effect, or another doubt; inactive means no such curve, though single readings can be large; an effect the other way counts as inactive or inconclusive. These rows are one share of the data (hit frequency here may not be typical).

SMILES	EPAC1 ag	EPAC1 antagonist	GLP1R ag	IL2 activator	GLP-1R inv ag	PLK1 PBD inh	PTHR1 ag	PI5P4K alpha inh	GLP1R cytotox
O=C(O)CSCNC(=O)C12CC3CC(CC(C3)C1)C2	5.0%	4.8%	4.0%	-0.4	8.9%	-4.1%	i	0.1	-19.3%
Clc1ccc(CN2CCC(CNc3ncnc4onc(-c5ccc(Cl)cc5)c34)CC2)cc1	x	x	-3.0%	x	u	x	-9.2%	x	-19.9%
COc1ccc(NC(=O)CCC(=O)Nc2nnc(C3CCCCC3)s2)c(OC)c1	3.2%	-3.7%	-3.7%	0.4	18.6%	-23.6%	1.1%	0.0	3.4%
O=c1c2cc(Br)ccc2nc(-c2ccccc2)n1O	9.8%	-16.2%	-7.7%	-1.1	-18.6%	-7.1%	-40.4%[inhibitor]	-28.7	0.7%
CCOC(=O)c1ccc(NC(=O)c2nc[nH]c2C(=O)NCCCCNC(=O)c2[nH]cnc2C(=O)Nc2ccc(C(=O)OCC)cc2)cc1	-6.1%	14.0%	-0.4%	0.9	11.1%	-3.8%	i	5.0	2.0%
CN1CCN(C(=O)/C(=C/c2cccnc2)NC(=O)c2cccc(Br)c2)CC1	2.0%	10.1%	8.0%	2.0	-1.0%	-2.8%	-20.9%	2.3	-0.1%
CCc1cc2c(=O)[nH]c(N3CCOCC3)nc2s1	2.0%	7.3%	17.7%	3.2	23.3%	-4.7%	1.1%	-0.1	-2.2%
COC(=O)C(C)Nc1cccc(Br)c1 (stereo not drawn)	6.0%	2.2%	0.7%	0.0	-1.7%	-10.6%	i	-2.6	20.8%
O=C(CN1CCN(S(=O)(=O)c2ccc(Br)cc2)CC1)N/N=C/c1ccncc1	-0.5%	-3.4%	7.0%	-4.7	u	0.8%	i	-1.2	2.0%
CSc1ccc(CN(C)C(=O)C23CC4CC(CC(Cl)(C4)C2)C3)cc1	8.2%	-0.4%	31.6%	-0.6	10µM*	-5.6%	-17.9%	7.2	-2.9%
COCCn1c(SCC(=O)Nc2ccccc2)nnc1-c1ccoc1C	1.7%	-5.4%	8.6%	0.5	3.9%	-9.4%	-0.1%	-1.5	-5.6%
CC(=O)CSc1nnc(-c2ccc(S(=O)(=O)N3CCCC3)cc2)n1C	3.8%	8.2%	9.1%	-2.4	15.0%	-1.2%	-7.2%	2.4	-3.2%
COc1ccccc1NC(=O)Cn1cc(C(=O)c2ccco2)c2ccccc21	14.8%	-7.1%	0.3%	-2.9	u	-7.1%	-19.8%	0.2	7.9%
O=C(COC(=O)c1ccc(Br)o1)NCc1ccc2c(c1)OCO2	10.0%	6.3%	-16.7%	-1.0	-2.9%	-9.5%	-22.5%	-22.0	-8.0%
CC(C)Oc1ccc(C(=O)Nc2ccc(N3CCN(C(=O)c4ccco4)CC3)cc2)cc1	-9.7%	1.8%	14.5%	0.3	2.4%	-4.6%	-23.0%	2.0	-16.6%
CCS(=O)(=O)C(C)(CCl)C(=O)Nc1ccc(C(=O)OC)cc1 (stereo not drawn)	5.5%	1.0%	2.8%	-0.9	-7.9%	-3.9%	-3.5%	3.2	-5.2%
COc1cc(N2C(=O)c3ccccc3C2=O)c(Cl)cc1C(=O)OCC(=O)NCc1ccco1	7.8%	-12.7%	0.7%	-0.8	-7.0%	-10.7%	-15.2%	u	23.0%
Cc1cccc(OC(=O)c2sc3ncn(C)c(=O)c3c2C)c1	-8.5%	0.9%	25.0%	0.6	49.3%[activator]	4.5%	-21.1%	15.9	14.9%
Cc1onc(-c2ccccc2Cl)c1C(=O)NNC(=O)C1CCN(Cc2ccccc2)CC1	25.4%	3.3%	3.1%	0.0	-20.7%	-3.2%	-4.3%	5.9	-4.8%
COc1ccc(OC)c(NC(=O)c2ccccc2N(Cc2ccccc2)S(C)(=O)=O)c1	2.8%	-16.0%	0.6%	0.0	-12.8%	-9.0%	-12.7%	0.4	0.4%
COc1ccc(CN(C(=O)/C=C/c2ccco2)C2CCS(=O)(=O)C2)cc1 (stereo not drawn)	-8.4%	-12.9%	-2.5%	-0.5	-15.6%	-21.4%	-6.9%	u	u
CSc1ccc(C(=O)C2CCCN(S(=O)(=O)c3c(C)noc3C)C2)cc1 (stereo not drawn)	6.6%	1.6%	14.6%	-0.3	12.8%	-3.5%	-35.4%[inhibitor]	14.3	2.9%
CN1CCN(c2nc(-c3ccc(Cl)cc3)cc(=O)[nH]2)CC1	-0.5%	4.7%	2.2%	-2.2	-29.7%	2.6%	i	3.1	-5.2%
COc1ccc(-c2[nH]ncc2CN(C)CCN2CCOCC2)cc1F	-3.7%	16.7%	3.6%	1.4	28.5%	-5.1%	i	-1.2	-2.0%
COc1ccc(-c2csc(N(CCCN(C)C)C(=O)c3ccc(Br)cc3)n2)cc1	-3.0%	-18.1%	-4.8%	-1.1	u	3.8%	-48.8%	-6.6	u
Cc1cc(N2C(=O)c3ccccc3C2=O)n(C)n1	-7.6%	12.4%	9.2%	-0.5	15.7%	8.6%	-28.6%	2.4	-4.0%
C/C(=N\NC(=O)c1cc2ccccc2cc1O)c1cc2ccccc2o1	4.9%	50.1µM*	-3.3%	5.1	u	-13.1%	-25.7%	-91.2*	-0.6%
CCCC(=O)n1nc(-c2ccco2)nc1N	8.3%	1.8%	-2.6%	-0.1	9.2%	-10.0%	-2.8%[57.5 µM]	-5.2	1.6%
COc1ccc(OC)c(NS(=O)(=O)c2ccc(-c3coc(C)n3)cc2)c1	-2.3%	-6.3%	0.5%	-1.9	u	-3.7%	-6.3%	3.2	u
COC(=O)c1ccc(-c2csc(NC(=O)C3=COCCO3)n2)cc1	-9.6%	7.5%	-10.5%	-4.0	8.3%	-8.4%	i	4.6	-10.2%
Cc1cccc(N(C)C(=O)c2cc(S(=O)(=O)N3CCCCC3)c[nH]2)c1	-7.7%	15.4%	0.7%	-2.2	7.1%&17.4%	3.8%	i	0.0	5.0%&-7.6%
Cc1onc(-c2c(F)cccc2Cl)c1C(=O)N=C(N)N1CCCC1	-2.7%	4.1%	0.9%	0.3	-23.8%	-2.1%	i	-5.3	u
CCOCC(=O)Nc1nnc(COc2ccc(Cl)cc2)s1	-1.1%	-13.5%	-10.1%	1.3	-12.7%	6.7µM*	i	u	2.7%
O=C(COC(=O)c1cccc(Br)c1)NCc1ccco1	-4.1%	-15.5%	0.7%	-0.4	7.1%	-13.6%	-8.8%	u	-3.8%
N#Cc1ccccc1OCC(=O)N1CCN(S(=O)(=O)c2ccc(Cl)cc2)CC1	3.9%	-16.0%	7.8%	0.9	4.3%	1.0%	-15.7%	-1.3	0.1%
COc1ccc(/C=C/C(=O)NC(=S)NNC(=O)c2cnccn2)cc1	1.7%	u	-2.5%	-3.6	u	-15.3%	-27.1%	-0.5	-24.4%

Exported in CSV form: entries from further up.
smiles,EPAC1 ag,EPAC1 antagonist,GLP1R ag,IL2 activator,GLP-1R inv ag,PLK1 PBD inh,PTHR1 ag,PI5P4K alpha inh,GLP1R cytotox
N#Cc1ccccc1OCC(=O)N1CCN(S(=O)(=O)c2ccc(Cl)cc2)CC1,3.9%,-16.0%,7.8%,0.9,4.3%,1.0%,-15.7%,-1.3,0.1%
COc1ccc(/C=C/C(=O)NC(=S)NNC(=O)c2cnccn2)cc1,1.7%,u,-2.5%,-3.6,u,-15.3%,-27.1%,-0.5,-24.4%
COC(=O)c1ccc(-c2csc(NC(=O)C3=COCCO3)n2)cc1,-9.6%,7.5%,-10.5%,-4.0,8.3%,-8.4%,i,4.6,-10.2%

The list goes on:
SMILES	EPAC1 ag	EPAC1 antagonist	GLP1R ag	IL2 activator	GLP-1R inv ag	PLK1 PBD inh	PTHR1 ag	PI5P4K alpha inh	GLP1R cytotox
CN1CCC(N(C)C(=O)c2cc(=O)c3ccccc3o2)CC1	7.9%	2.3%	4.6%	3.4	-24.7%	-2.6%	i	0.1	8.9%
COc1ccc(CNC(=O)CN(C(=O)c2csnn2)c2ccc3c(c2)OCCO3)cc1	9.7%	14.5%	16.3%	0.7	5.6%	0.1%	i	0.5	7.1%
COc1cccc(NC(=O)CN(c2ccccc2OC)S(=O)(=O)c2cccs2)c1	8.8%	6.8%	11.5%	0.1	u	-8.2%	-22.0%	-2.2	2.6%
CCN(c1ccc2c(c1)OCO2)S(=O)(=O)c1cc(Br)cc2c1N(C(C)=O)CC2	-2.5%	16.2%	13.5%	1.4	0.0%	-13.2%	-8.6%[57.5 µM]	x	-1.1%
CC(C)CNC(=O)C1CCCN(C(=O)NCc2ccccc2)C1 (stereo not drawn)	10.0%	-6.3%	-3.8%	0.7	-8.8%	-8.4%	i	1.8	-1.0%
C[C@]12c3[nH]c4ccccc4c3CCN1C(=O)C(CC(=O)NCCc1ccccn1)C[C@@H]2C(=O)N1CCOCC1 (stereo partly drawn)	-3.9%	9.7%	0.9%	0.2	8.6%	6.0%	i	-1.7	0.5%
CCN1C(=O)N[C@@H](c2ccccc2)[C@@H](C(=O)OC)[C@H]1C	-6.2%	-18.2%	-0.8%	1.4	9.2%	-6.1%	-17.0%	0.4	7.6%
CCN(CC)S(=O)(=O)c1ccc(C(=O)Nc2cc(S(=O)(=O)N3CCOCC3)ccc2O)cc1	-4.4%	-3.1%	-5.7%	0.1	-4.8%	u	-34.3%[inhibitor]	-6.2	-11.1%
COc1ccccc1-n1c(C)nc2cc(C(=O)O)ccc21	3.4%	-2.7%	27.7%	-1.1	0.0%	-11.1%	i	x	u
O=C(COC(=O)COc1ccc(Br)cc1)NNC(=O)c1ccccc1	-0.1%	-6.8%	0.8%	0.1	19.5%	-7.4%	23.7%	3.4	-1.4%
Cc1ccc(NC(=O)CS(=O)c2ccccc2N)c(C)c1 (stereo not drawn)	6.3%	-5.5%	9.3%	2.0	-19.0%	-11.1%	i	0.9	-2.2%
O=C(NCCS(=O)(=O)N1CCN(c2ccc(F)cc2)CC1)c1ccco1	11.0%	9.1%	6.8%	-0.2	4.9%	1.7%	i	6.1	-1.5%
COc1ccc(N2CC(C(=O)N[C@@H](C)C(=O)NC3CCCCC3)CC2=O)cc1 (stereo partly drawn)	-8.6%	-4.8%	-2.9%	-1.5	-12.9%	-11.0%	i	-4.8	-16.5%
